High-throughput results from PubChem BioAssay.
PI4K2A inh = inhibitors of human PI4K2A. Q9BTU6. purified PI4K2A, ADP-Glo luminescence, 1 h; active compounds read low. activity change, negative = inhibition, % at 76.9 µM. 0.13% of 420,000 active. AID 1346378; in the data active means activity change below about -50%; inconclusive means mostly about -30% to -49%;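 further: -100% = wells without enzyme as full effect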
Target sequence (Q9BTU6 whole entry, looked up): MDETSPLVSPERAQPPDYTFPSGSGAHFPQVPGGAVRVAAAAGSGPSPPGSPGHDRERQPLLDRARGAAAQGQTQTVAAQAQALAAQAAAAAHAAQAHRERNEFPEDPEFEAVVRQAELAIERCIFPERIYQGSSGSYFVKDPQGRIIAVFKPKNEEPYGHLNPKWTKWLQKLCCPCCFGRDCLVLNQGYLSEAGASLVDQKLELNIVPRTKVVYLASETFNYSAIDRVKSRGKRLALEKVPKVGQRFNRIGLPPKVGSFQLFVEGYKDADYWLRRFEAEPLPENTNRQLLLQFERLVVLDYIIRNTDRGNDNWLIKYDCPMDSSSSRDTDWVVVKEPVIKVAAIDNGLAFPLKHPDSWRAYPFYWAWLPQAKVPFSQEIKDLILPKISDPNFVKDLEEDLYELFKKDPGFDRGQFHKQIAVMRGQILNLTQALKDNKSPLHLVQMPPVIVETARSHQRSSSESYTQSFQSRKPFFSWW
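PI4K2A activity was measured by ADP-Glo luminescence: enzyme (4 ug/mL stock) and phosphatidylinositol (1.2 mM stock) in Tris pH 7.5/MgCl2/EGTA/Triton X-100 buffer were reacted with ATP (300 microM stock) for one hour at ambient temperature.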
USP1 inh = blocks the human USP1/UAF1 deubiquitinase complex; recombinant USP1/UAF1, Ub-Rhodamine cleavage fluorescence; O94782; Potency, µM (doses to about 57.1 µM), without a hit: at the highest dose activity change, negative = inhibition, actives largely listed as inhibitors; AID 743255; 0.23% of 390,000 active; further: potency means the concentration at half of the fitted maximal effect; on the % scale 0 is the no-effect control and ±100 the full control effect; nearly all actives have a fitted effect of over 60% in size; inactives centre near -12
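High-throughput fluorogenic screen: 1nM USP1/UAF1 complex, Ub-Rho substrate 150nM final, 50mM HEPES pH 7.8 with 0.5mM EDTA, 0.1 mg/ml BSA, 1mM TCEP and 0.01% Tween-20.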
Vif-APOBEC3G blk = Vif-A3G binding inhibition | 0.076% of 410,000 active | Potency, µM (highest dose often 46.1 µM), without a hit: at the top dose activity, negative = active, hits mostly inhibitors | HeLa A3G-eYFP + Vif (tagged APOBEC3G with the HIV-1 protein that degrades it), YFP fluorescence, overnight;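 further: potency means the concentration at half of the fitted maximal effect; on the % scale 0 is the no-effect control and ±100 the full control effect; nearly all actives have a fitted effect of over 60% in size; hits raise eYFP signal because A3G escapes Vif-driven loss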
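Read-out is eYFP fluorescence (Ex 488/Em 500-530) from Vif-expressing HeLa A3G-eYFP cells; more signal means A3G escaped Vif-mediated degradation. Cells plated overnight, compound pinned in, incubated overnight at 37 deg C.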
mIDH1 inhibitor = blocks human mutant IDH1 R132H enzyme; IDH1-R132H enzyme, NADPH consumption, diaphorase/resazurin fluorescence; Potency, µM (highest dose often 76.6 µM), without a hit: at the highest dose activity change, negative = inhibition, usual class: inhibitors; 0.093% of 390,000 active; O75874; further: potency means the concentration at half of the fitted maximal effect; on the % scale 0 is the no-effect control and ±100 the full control effect; nearly all actives have a fitted effect of over 65% in size
Target sequence (O75874 whole entry R132H, stated change not applied): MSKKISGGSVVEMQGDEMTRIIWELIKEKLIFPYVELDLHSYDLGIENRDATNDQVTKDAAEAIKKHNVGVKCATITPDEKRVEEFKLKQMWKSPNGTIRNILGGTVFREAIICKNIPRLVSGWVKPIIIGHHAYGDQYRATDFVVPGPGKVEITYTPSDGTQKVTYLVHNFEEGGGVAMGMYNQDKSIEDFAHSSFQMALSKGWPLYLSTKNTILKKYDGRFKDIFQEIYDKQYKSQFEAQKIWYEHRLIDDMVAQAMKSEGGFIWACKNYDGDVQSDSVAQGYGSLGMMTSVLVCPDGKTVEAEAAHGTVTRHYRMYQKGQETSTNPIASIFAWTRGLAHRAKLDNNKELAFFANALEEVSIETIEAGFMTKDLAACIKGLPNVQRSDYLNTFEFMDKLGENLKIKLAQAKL
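IDH1-R132H (0.5 ug/mL dispensed) in pH 7.5 Tris buffer was preincubated 30 min with compound, then given a substrate mix of 0.016 mM NADPH and 2 mM alpha-KG for 80 min at room temperature; remaining NADPH was read by diaphorase/resazurin fluorescence.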
TrxR1 substrate = is turned over as a substrate by rat TrxR1 | purified TrxR1 substrate turnover, NADPH consumption readout | 0.01% of 390,000 active | Potency, µM (titrated, usually from 114 µM), without a hit: top-dose activity change, negative = substrate turnover | AID 588456 | O89049; further: potency means the concentration at half of the fitted maximal effect; on the % scale 0 is the no-effect control and ±100 the full control effect; nearly all actives have a fitted effect of over 50% in size
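Rat TrxR1, dispensed at 90 nM, was prereduced with 400 uM NADPH (final) for 5 min at ~22 deg C, then incubated with compound 15 min before 400 uM selenite. A first-read NADPH fluorescence drop versus no-compound background flagged substrates.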
GRP78 ERSR act = induces the endoplasmic reticulum stress response in human glioma cells | 0.02% of 420,000 active | Potency, µM, for the others: at the highest dose activation, actives largely listed as activators | U87-MG GRP78 promoter luciferase reporter, 16 h; further: potency means the concentration at half of the fitted maximal effect; series mostly up to about 76 µM; % of control where 0% means no effect; nearly all actives have a fitted effect of over 35% in size
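Stably transfected U87-MG glioma cells carrying a GRP78-based luciferase sensor; 16 h compound incubation. Luminescence end-point read 10 min after Bright-Glo addition at room temperature.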
Vif-APOBEC3F blk = blocks the Vif interaction with APOBEC3F. 0.2% of 390,000 active. Potency, µM (doses to about 46.1 µM), for the others: at the top dose activity, negative = active. AID 602313. HeLa A3F-eYFP + Vif (tagged APOBEC3F with the HIV-1 protein that degrades it), YFP fluorescence increase; further: potency means the concentration at half of the fitted maximal effect; % of control where 0% means no effect; nearly all actives have a fitted effect of over 65% in size
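Fluorescence increase (Ex 488/Em 500-530) after overnight compound treatment at 37 deg C flags inhibition of Vif-driven A3F-eYFP loss in stable HeLa A3F-eYFP/Vif cells seeded overnight beforehand.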
RXFP1 ag = activates the human relaxin receptor RXFP1 | HEK293T-RXFP1 cAMP TR-FRET, 30 min; response scale: percent of porcine relaxin response, buffer zero | Potency, µM (highest dose often 57.5 µM), without a hit: top-dose activation, hits mostly activators | 0.3% of 370,000 active | AID 2676; further: potency means the concentration at half of the fitted maximal effect; on the % scale 0 is the no-effect control and ±100 the full control effect; nearly all actives have a fitted effect of over 60% in size; many of its hits are not listed in these tables
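HEK293T cells stably expressing RXFP1 were pretreated with the PDE4 inhibitor Ro 20174, exposed to compounds for 30 min at 37C, lysed, and cAMP was read by TR-FRET. Data normalized to buffer (basal) and 29 nM porcine relaxin (100%).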
LDHA inh = LDHA (human) enzyme inhibition. P00338. purified LDHA, NADH/diaphorase-resazurin fluorescence; active compounds read low. AID 1347041. activity change, % (values are at about 110 or 230 µM). 0.15% of 480,000 active; in the data active means activity change below about -30%; inconclusive means mostly about -25% to -30%;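 further: plate controls were DMSO wells for no effect and wells without enzyme for full effect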
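Resorufin fluorescence (ex540/em590), read at 0 and 20 min after diaphorase/resazurin addition, reports the NADH left after a 5 min room-temperature reaction of 2 nM human LDH5 with 0.06 mM NADH and 0.2 mM pyruvate.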
* marks the source's active call; other numbers are inactive results; ? = inconclusive; · = no result given; & = joins results of further samples; [ ] = another dose, or the depositor's remark. Unless noted, the call rests on the fitted dose curve; in most records, active means well fitted curve in the direction sought with a large enough effect; inconclusive means small, poorly fitted or top-dose-only effect, or another doubt; inactive means no such curve, though single readings can be large; an effect the other way counts as inactive or inconclusive. Some of the compounds tested; the hit share may differ from the screen's.

SMILES	PI4K2A inh	USP1 inh	Vif-APOBEC3G blk	mIDH1 inhibitor	TrxR1 substrate	GRP78 ERSR act	Vif-APOBEC3F blk	RXFP1 ag	LDHA inh
O=c1/c(=C/c2ccccn2)sc2n1CN(c1ccccc1)CN=2	-13	-1%	1%	1%	1%	0%	6%	-2.6%	2
Cn1c(=O)c(C(=O)COc2ccc(C#N)cc2)c(N)n(Cc2ccccc2)c1=O	2	-23%	3%	9%	2%	-1%	-2%	18µM*	-4
COc1ccc(NC(=O)C(NC(C)=O)C(=O)NCc2ccccc2)cc1 (stereo not drawn)	9	-5%	0%	7%	-10%	-2%	1%	4.4%	-4
CSc1nc2ccc(NC(=O)C3CC(=O)N(Cc4ccco4)C3)cc2s1 (stereo not drawn)	0	-10%	1%	12%	-9%	-4%	-4%	0.5%	-4
COc1ccc(S(=O)(=O)Nc2cccc(-c3ccc4nncn4n3)c2)c(OC)c1	0	-21%	-2%	3%	-5%[57.1 µM]	-5%	0%	2.0%	-4
COc1ccc(CNC(=O)C2CCN(c3nnc(C)c4c(C)n(-c5ccc(C)cc5)nc34)CC2)cc1	1	?	-18%	-14%	3%	-2%	-14%	6.8%	0
Cc1ccc(NC(=O)C2CCN(c3cc(C)nc4c(-c5ccc(Cl)cc5)c(C)nn34)CC2)c(C)c1	0	-26%	-3%	9%	0%	-1%	-9%	-0.6%	-3
Cc1n[nH]c(C)c1NC(=O)c1cc([N+](=O)[O-])ccc1Cl	-2	-17%	0%	6%	4%	-1%	0%	-4.1%	1
Cc1ccc(C)c(CN2CCSCC2)c1	4	-13%	-5%	7%	10%[57.1 µM]	-1%	-7%	0.1%	-11
CCSc1ccccc1C(=O)Nc1ccc(S(=O)(=O)NC(C)=O)cc1	-2	-25%	0%	-6%	3%[57.1 µM]	-5%	10%	1.5%	-11
COc1ccc(NS(=O)(=O)c2c(C)[nH]c(=O)[nH]c2=O)c(OC)c1	-6	-14%	0%	4%	6%[57.1 µM]	-4%	6%	-0.4%	7
Cc1ccc(OCc2nc(-c3ccc(C(=O)NCc4ccc(OC(C)C)cc4)cc3)oc2C)cc1	-4	-16%	2%	-5%	3%	4%	-1%	-1.2%	-5
O=C(CO/N=C/c1ccccc1OC(F)F)NC1CCCC1	4	-13%	-1%	-3%	10%[57.1 µM]	1%	-6%	-1.2%	-10
CC(C)Oc1ccc(CNC(=O)c2ccccc2NC(=O)c2nsc3ccccc23)cc1	0	-17%	-5%	10%	-2%[57.1 µM]	-1%	-26%	-1.0%	-4
Cc1cc(C)nc(/N=C(\NC(=O)C(C)(C)C)Nc2ccc(F)cc2)n1	1	6%	2%	9%	4%[57.1 µM]	-3%	-4%	2.1%	-8
Cc1ccc(N(CC(=O)N2CCN(c3ccc(F)cc3)CC2)S(=O)(=O)c2c(C)nn(C)c2C)cc1	-1	-10%	5%	-2%	-4%[57.1 µM]	0%	0%	0.2%	-2
CCCNC(=O)c1cnn2c(C)c(Cc3c(C)cc(C)cc3C)c(C)nc12	2	-11%	8%	-1%	12%[57.1 µM]	-3%	-5%	0.1%	-17
CN=C1S/C(=C\c2ccc(OCC(=O)OC)c(OC)c2)C(=O)N1C	-13	-19%	1%	9%	-10%	-3%	2%	0.5%	1
CCOC(=O)c1ccc(NC(=O)Cn2c(=O)n(-c3ccc(C)cc3)c(=O)c3c2cnn3C)cc1	-2	-18%	-1%	0%	-4%	-6%	0%	2.0%	-1
Cc1ccc(C(=O)CCC2CCCC2=O)cc1 (stereo not drawn)	9	-2%	-3%	8%	-11%	-3%	-5%	2.3%	1
CCOc1ccc(OCC)c(NC(=O)C(NS(=O)(=O)c2ccc(Br)s2)c2ccccc2)c1 (stereo not drawn)	-1	-14%	-1%	4%	-6%	2%	-22%	7.7%	-3
Cc1cc(C(=O)OCC(=O)Nc2cc(Cl)ccc2C)c(C)o1	3	-6%	-4%	3%	3%	-5%	-7%	1.2%	-5
COc1ccc(-c2noc(CCC(=O)N3CCN(c4ccccc4C(F)(F)F)CC3)n2)cc1	4	-22%	1%	-14%	-5%	2%	0%	·	-14
CCCCC1=CC2=C(c3ccco3)C(=O)C(C)(OC(=O)c3ccc(OC)cc3)C(=O)C2=CN1CCc1ccccn1 (stereo not drawn)	-25	?	-5%	11%	-3%	0%	-23%	8.2%	11
COc1ccc(CC(NC(C)=O)C(=O)NC2CCN(C(=O)NCc3ccccc3)CC2)cc1 (stereo not drawn)	3	-3%	0%	2%	5%	-2%	-4%	0.2%	-3
O=C(OCCCN=C1NS(=O)(=O)c2ccccc21)c1ccccc1	3	-14%	5%	-3%	1%	-2%	-4%	1.5%	-5
O=C(/C=C/c1c(F)cccc1Cl)NCc1ccco1	0	-4%	-5%	11%	-6%	3%	-8%	0.3%	-4
COc1cc([N+](=O)[O-])ccc1-c1ccc(/C=C2\C(=O)ON=C2c2ccccc2)o1	-7	-3%	2%	?	-8%	-3%	-11%	·	1
Cc1ccc(OCCSc2nc3ccccc3n2CC(=O)O)cc1	0	-12%	0%	-2%	-4%[57.1 µM]	-5%	-4%	-0.1%	-7
CCOC(=O)N/N=C(/C)c1cccc(-n2cnnn2)c1	0	-11%	-2%	3%	7%	2%	4%	1.6%	-10

Another view of some results above.
Value order: PI4K2A inh	USP1 inh	Vif-APOBEC3G blk	mIDH1 inhibitor	TrxR1 substrate	GRP78 ERSR act	Vif-APOBEC3F blk	RXFP1 ag	LDHA inh
O=c1/c(=C/c2ccccn2)sc2n1CN(c1ccccc1)CN=2
 : -13	-1%	1%	1%	1%	0%	6%	-2.6%	2
Cn1c(=O)c(C(=O)COc2ccc(C#N)cc2)c(N)n(Cc2ccccc2)c1=O
 : 2	-23%	3%	9%	2%	-1%	-2%	18µM*	-4
COc1ccc(NC(=O)C(NC(C)=O)C(=O)NCc2ccccc2)cc1 (stereo not drawn)
 : 9	-5%	0%	7%	-10%	-2%	1%	4.4%	-4
CSc1nc2ccc(NC(=O)C3CC(=O)N(Cc4ccco4)C3)cc2s1 (stereo not drawn)
 : 0	-10%	1%	12%	-9%	-4%	-4%	0.5%	-4
COc1ccc(S(=O)(=O)Nc2cccc(-c3ccc4nncn4n3)c2)c(OC)c1
 : 0	-21%	-2%	3%	-5%[57.1 µM]	-5%	0%	2.0%	-4
COc1ccc(CNC(=O)C2CCN(c3nnc(C)c4c(C)n(-c5ccc(C)cc5)nc34)CC2)cc1
 : 1	?	-18%	-14%	3%	-2%	-14%	6.8%	0
Cc1ccc(NC(=O)C2CCN(c3cc(C)nc4c(-c5ccc(Cl)cc5)c(C)nn34)CC2)c(C)c1
 : 0	-26%	-3%	9%	0%	-1%	-9%	-0.6%	-3
Cc1n[nH]c(C)c1NC(=O)c1cc([N+](=O)[O-])ccc1Cl
 : -2	-17%	0%	6%	4%	-1%	0%	-4.1%	1

Continuation.
SMILES	PI4K2A inh	USP1 inh	Vif-APOBEC3G blk	mIDH1 inhibitor	TrxR1 substrate	GRP78 ERSR act	Vif-APOBEC3F blk	RXFP1 ag	LDHA inh
O=C1CCCc2c1cc(-c1ccccc1)n2-c1ccc(O)cc1	-4	2%	-2%	-11%	-5%	-4%	-37%	0.2%	-4
O=C(c1cnn2c1NC(c1ccc(Br)cc1)CC2C(F)(F)F)N1CCN(C23CC4CC(CC(C4)C2)C3)CC1 (stereo not drawn)	2	-7%	4%	0%	-2%	-3%	1%	-3.6%	-9
COc1ccc(CN2CCN(Cc3c[nH]c4ccccc34)CC2)cc1	-1	-6%	2%	-1%	2%[57.1 µM]	-3%	7%	6.5%	-34*
COc1ccc(S(=O)(=O)NCc2c(-c3ccccc3)noc2C)c(OC)c1	-2	-6%	0%	0%	-1%[57.1 µM]	-2%	11%	2.0%	-4
NC(=O)CC(NC(=O)Cc1cccc2ccccc12)c1ccc(NCCN2CCCC2)c([N+](=O)[O-])c1 (stereo not drawn)	-1	?	5%	-8%	8%[57.1 µM]	-3%	-6%	0.5%	1
COc1ccc(COc2cc(-c3cccc(OC)c3)nc3ccc(NC(C)=O)cc23)cc1	-4	-10%	-17%	4%	-7%	-2%&-2%	-8%	2.2%	1
O=C1[C@H]2[C@@H](c3ccc(F)cc3)N3C(=O)N(c4cccc(Br)c4)C(=O)[C@@]3(Cc3ccccc3)[C@H]2C(=O)N1C1CCCCC1	1	-13%	-1%	-6%	-6%	-1%	-1%	-0.8%	-4
Cc1nn(CC(=O)NC(C)c2ccccc2)c(C)c1[N+](=O)[O-] (stereo not drawn)	2	-4%	-1%	8%	1%[57.1 µM]	-1%	4%	0.9%	-8
